# D1 antag: antagonists of human D1 dopamine receptor; HEK293 TREx D1 cells, calcium flux, dopamine EC80; hits give low values; activity change, negative = inhibition, % at 10 µM; AID 504652; 360,000 compounds, 3.2% hits; in the data active = activity change below about -30%; also: % is scaled to controls: 0 for no effect and ±100 for the full control effect
# Target sequence (P21728 whole entry, looked up): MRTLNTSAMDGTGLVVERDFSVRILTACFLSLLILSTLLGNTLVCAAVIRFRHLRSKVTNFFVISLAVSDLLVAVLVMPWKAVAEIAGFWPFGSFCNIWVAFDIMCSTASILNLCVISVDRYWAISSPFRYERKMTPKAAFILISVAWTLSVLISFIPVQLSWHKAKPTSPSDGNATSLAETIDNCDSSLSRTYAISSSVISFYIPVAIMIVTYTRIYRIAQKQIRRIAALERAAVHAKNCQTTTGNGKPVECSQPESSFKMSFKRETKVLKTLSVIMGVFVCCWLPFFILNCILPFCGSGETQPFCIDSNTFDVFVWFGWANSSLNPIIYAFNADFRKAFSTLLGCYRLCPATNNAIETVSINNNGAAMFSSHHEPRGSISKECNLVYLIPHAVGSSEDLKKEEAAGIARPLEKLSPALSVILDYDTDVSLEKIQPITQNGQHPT
#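 Allosteric or orthosteric antagonism assessed as attenuation of the calcium response to EC80 dopamine, added 180 s after compound, in induced HEK293 Trex D1 cells loaded with no-wash calcium dye.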
# D1 potentiator: enhances dopamine response at the human D1 receptor | P21728 | HEK293 TREx D1 cells, calcium flux, dopamine EC20 potentiation | potentiation, % at 10 µM | 360,000 compounds, 0.036% hits | AID 504651; in the data active = potentiation above about 30%; also: 0% is about no effect
# LDHA block: blocks human lactate dehydrogenase A; P00338; purified LDHA, NADH/diaphorase-resazurin fluorescence; hits give low values; activity change, % (values are at about 110 or 230 µM); 480,000 compounds, 0.15% hits; AID 1347041; in the data active = activity change below about -30%; inconclusive = mostly about -25% to -30%;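 also: plate controls were DMSO wells for no effect and wells without enzyme for full effect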
#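 LDH5 2 nM; NADH 0.06 mM, pyruvate 0.2 mM; 200 mM Tris pH 7.4, EDTA, Tween-20; 5 min RT. Detection: diaphorase 0.133 mg/mL + resazurin 37 µM, fluorescence ex540/em590 at 0 and 20 min; normalized to enzyme-free and DMSO wells.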
# Vif-APOBEC3G blk: blocks the Vif interaction with human APOBEC3G. Q9HC16. HeLa A3G-eYFP + Vif (tagged APOBEC3G with the HIV-1 protein that degrades it), YFP fluorescence, overnight. Potency, µM (top dose mostly 46.1 µM), inactives show at the top dose activity, negative = active, most hits filed as inhibitors. 410,000 compounds, 0.076% hits;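 also: potency is read from the fitted curve at half-maximal effect; % is scaled to controls: 0 for no effect and ±100 for the full control effect; nearly all actives have a fitted effect of over 60% in size; hits raise eYFP signal because A3G escapes Vif-driven loss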
# Target sequence (Q9HC16 whole entry, looked up): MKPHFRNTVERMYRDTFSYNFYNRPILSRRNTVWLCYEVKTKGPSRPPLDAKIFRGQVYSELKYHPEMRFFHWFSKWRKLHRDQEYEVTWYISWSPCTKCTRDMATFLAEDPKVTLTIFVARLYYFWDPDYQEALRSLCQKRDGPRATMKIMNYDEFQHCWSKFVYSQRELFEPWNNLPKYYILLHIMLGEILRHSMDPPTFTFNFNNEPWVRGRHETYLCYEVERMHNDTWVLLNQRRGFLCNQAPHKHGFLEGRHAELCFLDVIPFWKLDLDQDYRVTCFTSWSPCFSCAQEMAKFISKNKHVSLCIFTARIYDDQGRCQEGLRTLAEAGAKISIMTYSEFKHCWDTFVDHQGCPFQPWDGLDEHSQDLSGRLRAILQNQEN
#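 HeLa cells stably expressing Vif and C-terminally eYFP-tagged A3G, seeded overnight at 37 deg C, then exposed to compound by pintool overnight at 37 deg C. Rise in yellow fluorescence (Ex 488/Em 500-530, Acumen) marks blocked Vif-driven A3G degradation.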
# GRP78 ERSR act: ER stress response induction in glioma; 420,000 compounds, 0.02% hits; U87-MG GRP78 promoter luciferase reporter, 16 h; AID 602332; Potency, µM, inactives show top-dose activation, actives largely listed as activators; also: potency is read from the fitted curve at half-maximal effect; series mostly up to about 76 µM; % of control where 0% means no effect; nearly all actives have a fitted effect of over 35% in size
#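 ERSR induction read as luciferase luminescence (Bright-Glo, 10 min at room temperature) in stably transfected human U87-MG glioma cells exposed to compounds for 16 h, using GRP78 as sensor.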
# RXFP1 agonist: RXFP1 (human) receptor agonism. Q9HBX9. HEK293T-RXFP1 cAMP TR-FRET, 30 min; response scale: percent of porcine relaxin response, buffer zero. Potency, µM (series often up to 57.5 µM), inactives show top-dose activation, most hits filed as activators. 370,000 compounds, 0.3% hits. AID 2676; also: potency is read from the fitted curve at half-maximal effect; % is scaled to controls: 0 for no effect and ±100 for the full control effect; nearly all actives have a fitted effect of over 60% in size; many of its hits are not listed in these tables
#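 Agonist response is measured as cAMP accumulation in an RXFP1-transfected HEK293T line under PDE4 inhibition. Values are scaled between buffer-only and 29 nM porcine relaxin, and EC50s come from standard Hill equation fits.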
# D2 potentiator: positively modulates the human D2 dopamine receptor allosterically. P14416. HEK293 T-REx D2, calcium flux, EC20 dopamine potentiation. 340,000 compounds, 0.34% hits. potentiation, % at 10 µM;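 active = potentiation over 3 SD above the plate norm, cut at about 30% in these data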; also: 0% is about no effect
#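 Potentiation of an EC20 dopamine calcium response measured kinetically over 180 s, after a preceding 180 s compound-only read flagging agonists. Cells: inducible Hek293 Trex D2 line, 4000/well, cultured overnight at 30 C before dye loading.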
# D1 agonist: human D1 receptor agonism | HEK293 T-REx D1 cells, calcium flux, agonist mode | activation, % at 2 µM | 360,000 compounds, 1% hits; in the data active = activation above about 30%; also: 0% is about no effect
#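 Inducible HEK293 T-REx D1 cells, force-coupled to calcium signalling, were plated at 4000 cells/well with tetracycline and held overnight at 30 C. After no-wash calcium dye loading, compound-evoked calcium rise over 180 s flagged agonists.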
# Vif-APOBEC3F blk: inhibitors of Vif-A3F interaction; 390,000 compounds, 0.2% hits; HeLa A3F-eYFP + Vif (tagged APOBEC3F with the HIV-1 protein that degrades it), YFP fluorescence increase; Potency, µM (highest dose often 46.1 µM), inactives show at the highest dose activity, negative = active; also: potency is read from the fitted curve at half-maximal effect; % of control where 0% means no effect; nearly all actives have a fitted effect of over 65% in size
#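 HeLa cells stably expressing A3F-eYFP plus Vif, plated and incubated overnight at 37 deg C, then exposed to compounds overnight at 37 deg C. Blocked degradation read as raised yellow fluorescence (Ex 488/Em 500-530).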
# Numbers without * were called inactive; ? = inconclusive; / = no result given; & = joins results of further samples. Unless noted, calls follow the shape of the dose curve; as a rule, active = well fitted curve in the direction sought with a large enough effect; inconclusive = small, poorly fitted or top-dose-only effect, or another doubt; inactive = no such curve, though single readings can be large; an effect the other way counts as inactive or inconclusive.
SMILES,D1 antag,D1 potentiator,LDHA block,Vif-APOBEC3G blk,GRP78 ERSR act,RXFP1 agonist,D2 potentiator,D1 agonist,Vif-APOBEC3F blk
O=C(Oc1cc(=O)oc2ccccc12)c1cccnc1Cl,-23,-6,-7,-7%,-2%,-0.3%,-5,12,3%
Cc1ccc(S(=O)(=O)N2CCC(C(=O)N[C@@H](C)C(=O)NC3CCCCC3)CC2)cc1,-9,0,-5,2%,-5%,-0.7%,-7,0,/
CC(C)Cn1cc(C(=O)N2CCOCC2)c2c3ccccc3n(C)c2c1=O,16,-2,-12,-6%,-5%,-0.2%,-3,0,-6%
Cc1c(C)n(CC(O)CN2CCCCCC2)c2ccccc12 (centres undefined),-1,-7,-7,1%,-6%,-3.0%,-6,7,7%
COc1ccc(-n2nnnc2CNC(=O)c2ccc3ccccc3c2)cc1,-17,-9,-11,-4%,-2%,-0.1%,-2,-1,-8%
CCCc1nc(NC(C)=O)c(C#N)c(-c2ccco2)c1CC,-13,1,8,0%,-2%,1.1%,-5,2,-5%
COc1ccc(CC(=O)N(C)c2ccccc2)cc1S(=O)(=O)N1CCOCC1,/,/,2,-1%,-3%,/,/,/,-1%
N#CC(=C(O)CN1CCN(c2ccccc2F)CC1)c1nc(-c2ccc(Cl)cc2)cs1,/,/,-10,0%,-5%,/,/,/,-13%
O=C(NCC1CCCO1)NC12CC3CC(CC(C3)C1)C2 (centres undefined),-16,-6,-7,2%,1%,0.0%,13,1,-7%
Cc1ccc(S(=O)(=O)NCCc2ccncc2)cc1C,-22,-3,-9,1%,2%,0.4%,-2,8,-1%
COc1ccc(CCC(=O)O)cc1OC,-5,-1,0,-4%,-2%,2.6%,4,0,-13%
COc1ccc(S(=O)(=O)NCc2ccncc2)cc1NC(=O)c1ccccc1,15,2,-7,0%,-5%,-1.3%,-21,2,-7%
COc1ccc(NC(=O)NNC(=O)COc2cc(C)c(Cl)c(C)c2)c(OC)c1,-22,9,-11,0%,-7%,-0.2%,7,0,-4%
O=C1CCC/C1=C/Nc1cccc(F)c1,-18,-3,0,2%,1%,-3.5%,1,4,6%
CC1CCCCN1CCCNC(=O)c1sc2ncccc2c1-n1cccc1 (centres undefined),-10,-4,2,4%,-5%,18%,-14,0,2%
O=C(NCC(c1ccco1)N1CCc2ccccc2C1)c1cccc([N+](=O)[O-])c1 (centres undefined),-12,-8,-2,3%,-6%,0.2%,-2,4,1%
Cc1c(C(=O)N2CCOCC2)sc(NC(=O)c2ccc3c(c2)OCO3)c1C#N,-34*,1,-5,2%,-4%,-0.2%,/,1,4%
COc1cc(Cl)c(C)cc1NC(=O)CSC,2,-2,-9,2%,2%,2.6%,4,2,-13%
CC[n+]1c(/C=C/c2ccc(OC(C)=O)c(OC)c2)ccc2ccccc21,6,-3,-3,2%,3%,2.4%,0,0,-11%
Cc1c(CCC(=O)O)c(=O)n2c([nH]c3ccccc32)c1C#N,-3,-3,-11,0%,2%,15%,-3,1,-2%
CC(=O)OCCNC(=O)Cn1cnc2c1c(=O)n(C)c(=O)n2C,-7,-1,1&-2,2%,-3%,?,-2,2,/
O=C(NC1CCN(Cc2ccccc2)CC1)c1ccc(CS(=O)c2ccc(F)cc2)o1 (centres undefined),-21,-1,-2,-2%,-4%,-1.2%,-13,0,0%
O=C(CC(NS(=O)(=O)c1ccc(Cl)cc1)c1ccco1)NCc1ccco1 (centres undefined),-38*,-4,-2,0%,2%,-5.3%,-1,9,-1%
Cc1ccc2c(cnn2C(=O)CCCC(=O)NC(C)c2ccccc2)c1 (centres undefined),-18,-6,0,0%,-3%,3.1%,-2,4,-1%
O=C1OCCN1C(=O)[C@H]1[C@H](c2ccc(F)cc2)C(c2cccc(Cl)c2)=NN1c1ccccc1,/,/,-2,-5%,-5%&-5%,/,/,/,2%
# Next records follow:
SMILES,D1 antag,D1 potentiator,LDHA block,Vif-APOBEC3G blk,GRP78 ERSR act,RXFP1 agonist,D2 potentiator,D1 agonist,Vif-APOBEC3F blk
O=C(COc1cccc2ccccc12)N/N=C/C=C/c1ccccc1,1,3,-3,-9%,-4%,3.6%,4,2,0%
Cc1noc(/C=C/N(C)C)c1S(=O)(=O)NC1CCCCC1,-11,2,-6,-12%,-1%,-1.0%,-3,1,-1%
O=C(OCn1ncc(Br)c(Br)c1=O)c1ccccc1Cl,-10,-7,-4,?,-17%,21%,/,-3,5%
Cc1ccc(-n2c(CSc3nc(C)cc(C)n3)nnc2SCC(=O)Nc2nccs2)cc1,0,0,-11,0%,-6%,6.8%,-12,2,-6%
OCC[C@@H]1C[C@@H](O)[C@H](O)[C@@]2(CCCCO2)O1,/,/,-4,0%,-3%,/,/,/,1%
COc1ccccc1OCC(=O)Nc1ccccc1C(=O)N1CCCCC1,3,-15,0,1%,-2%,-0.4%,7,2,2%
O=c1ccc2ccc(O[C@@H]3O[C@H](CO)[C@@H](O)[C@H](O)[C@H]3O)c(O)c2o1,/,1,6,-1%,-1%,0.9%,-12,0,0%
CCC(C(=O)NCCc1ccc(OC)c(OC)c1)n1nc(C)n2c(cc3occc32)c1=O (centres undefined),2,-1,-2,1%,2%,2.5%,-5,1,12%
O=C(Cc1cccs1)NNC(=S)NCc1ccco1,2,2,-4,9%,-3%,-0.1%,-10,1,-11%
COc1ccc(C(C)(C)C)cc1NC(=O)C1=CC=CN2CCS(=O)(=O)N=C12,/,/,-7,-5%,-2%,/,/,/,0%
Nc1nc2ccccc2nc1N,3,2,-3,-3%,4%,-0.3%,2,-1,4%
CCN1CCN(C(C(=O)NC2CCCC2)c2cc3c(cc2[N+](=O)[O-])OCO3)CC1 (centres undefined),5,-3,2,0%,-4%,-0.7%,20,1,-3%
CC1=NN(c2ccc([N+](=O)[O-])cc2)C(=O)/C1=C\N(C)C,-9,-4,-1,2%,1%,6.2%,3,1,-5%
CC(=NCc1ccccc1)C1=C(O)COC1=O,-24,-1,0,3%,1%,1.8%,5,4,2%
O=C(COC(=O)CCc1ccccc1)Nc1cc([N+](=O)[O-])ccc1F,-3,-8,-6,0%,-4%,2.6%,13,3,0%
CC1CCCN(CCOCCOc2ccc(Cl)cc2Br)C1 (centres undefined),-27,-9,-13,4%,3%,3.9%,-23,28,1%
C=CCN1CC(O)=C(c2nc3ccccc3[nH]2)C1=N,5,4,-2,-7%,1%,-1.9%,/,4,2%
CN(C(=O)COC(=O)C(Cc1ccccc1)NC(=O)c1ccccc1)c1ccccc1 (centres undefined),-10,-7,-2,1%,-2%,0.7%,3,1,-10%
O=Nc1ccc(NO)c2ccccc12,/,/,29,-25%,-13%,/,/,/,-13%
COc1ccc(NC2=CC(=O)CC(C)(C)C2)cc1,3,1,-1,0%,-5%,2.3%,3,5,0%
O=c1[nH]c(C2CCN(S(=O)(=O)c3ccc4c(c3)OCCO4)CC2)nc2c1nnn2Cc1c(F)cccc1Cl,39,-3,-1,3%,-4%,0.2%,5,5,0%
COc1ccc(-c2c(C#Cc3ccccc3)c3ccccc3n2C)cc1,2,0,-2,-2%,1%,2.1%,8,0,9%
CCOC(=O)c1sc2nc(CC(=O)OC)nc(NCc3ccc(Cl)cc3)c2c1C,-2,-4,-12,4%,-3%,0.2%,1,8,-10%
Cc1ccc(OCC2Cn3c(nc4c3c(=O)[nH]c(=O)n4C)O2)cc1C (centres undefined),-16,-9,-7,3%,-2%,4.6%,7,4,0%

# This is a subset; count on the stated rates, not on these rows.
